MITF TRPM1 inh = reduces MITF-dependent TRPM1 promoter luciferase signal; inhibition, % at 12.5 µM; AID 488899; 330,000 tested, 0.83% active; SK-MEL-5 TRPM1 promoter luciferase, 24 h;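 active means mean inhibition across replicates of 60% or more, whatever share of single replicates reaches that level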; further: values of inactives mirror those of a sister screen read the other way
NR2E3 ag-1 = activates human photoreceptor nuclear receptor NR2E3 | AID 2300 | GST-NR2E3/biotin-RetCOR TR-FRET, 1536-well | Q9Y5X4 | inhibition of corepressor binding, % at 4.78 µM | 320,000 tested, 0.12% active;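 active means percent inhibition above the cutoff of mean plus 3 SD of all tested compounds, set per screening campaign, cut at about 20% in these data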;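 further: 0% = DMSO wells and 100% = biotin wells as full block of FRET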
Target sequence (Q9Y5X4 whole entry, looked up): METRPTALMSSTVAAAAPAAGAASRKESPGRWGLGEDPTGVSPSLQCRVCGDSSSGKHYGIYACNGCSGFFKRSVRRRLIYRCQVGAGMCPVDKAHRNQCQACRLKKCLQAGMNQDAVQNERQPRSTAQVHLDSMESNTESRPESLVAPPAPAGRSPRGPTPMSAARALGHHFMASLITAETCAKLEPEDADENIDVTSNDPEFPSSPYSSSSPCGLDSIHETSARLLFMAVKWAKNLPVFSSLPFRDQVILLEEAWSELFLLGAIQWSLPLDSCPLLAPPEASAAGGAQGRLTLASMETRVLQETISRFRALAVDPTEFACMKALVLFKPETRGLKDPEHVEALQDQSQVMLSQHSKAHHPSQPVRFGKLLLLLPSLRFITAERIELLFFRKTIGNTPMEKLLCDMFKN
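Material: NR2E3–RetCOR corepressor complex / Amount: 1.35 nM GST-NR2E3 / Medium: Tris pH 7.5 / Compound: single nominal compound dose of 4.8 µM / Incubation: 5 h at 4 °C / Technique: TR-FRET, Eu(K)-anti-GST donor, streptavidin-D2 acceptor, ex 340, em 617/671 nm / Read-out basis: percent loss of FRET ratio relative to control wells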
PDI turbidity = blocks human protein disulfide isomerase activity; P07237; PDI insulin aggregation turbidity, A650, 90 min; inhibition, % at 10 µM; 350,000 tested, 0.052% active; AID 588391;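 active means mean inhibition across replicates of 30% or more, whatever share of single replicates reach that level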;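 further: absorbance from insulin aggregation driven by PDI reduction with DTT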
HIF-2a block = inhibitors of HIF-2a. 786-0 RCC cells HIF-2a reporter, luciferase luminescence, overnight. inhibition, % at 18.8 µM. 360,000 tested, 0.72% active. AID 624352;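 active means inhibition of the luminescence signal of 40% or more relative to plate controls, in a single-dose primary screen at 18.75 µM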
Cardio protect = protects H9c2 cardiomyocytes from peroxide injury. AID 588492. H2O2 injury protection, ATPLite, 2 h. 360,000 tested, 0.63% active. protection from H2O2 cell death, % at 20 µM;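 active means compounds giving at least 50% protection of heart cells from peroxide-induced death in the single-dose screen, raw or plate-pattern-corrected value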;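 further: 0% = DMSO wells with peroxide and 100% = DMSO wells without peroxide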
CaV13 FRET inh = Primary screen for inhibitors of IQ motif and Ca2+-dependent inactivation inhibitor domain binding in CACNA1D, Förster resonance energy transfer in living cells, … | 340,000 tested, 0.098% active | inhibition, % at 12.3 µM | AID 743397 | HEK cells, CFP/YFP FRET ICDI-IQ, plate reader, 10 min; percent FRET-ratio fall versus neutral wells;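 active means mean replicate inhibition of at least 30% and at least 1% of replicates passing that level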;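 further: 0% = median of the neutral control wells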
Peg3 prom inh = Peg3 promoter activity inhibition | HeLa PEG-Prom luciferase reporter, luminescence, overnight | inhibition, % at 20 µM | AID 588405 | 360,000 tested, 1.7% active;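 active means inhibition of at least 50% at 20 µM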
NR2E3 ag-2 = agonists of human NR2E3 nuclear receptor; Q9Y5X4; CHO-S Gal4-NCOR/VP16-NR2E3 two-hybrid, luciferase; inhibition of corepressor binding, % at 3.98 µM; 360,000 tested, 0.35% active; AID 602229;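 active means inhibition above the mean of all tested compounds plus 3 SD, cut at about 70% in these data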;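 further: 0% = DMSO with NR2E3 transfected cells and 100% = cells lacking NR2E3 construct; higher means lower luciferase signal from less NR2E3 corepressor binding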
Shn3 3UTR inh = reduces Shn3 3'UTR luciferase signal in osteoblasts. inhibition, % at 12.5 µM. 360,000 tested, 0.52% active. Clone20 osteoblast Shn3 3'UTR firefly luciferase, 24 h;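 active means mean inhibition of at least 75% with every replicate also reaching 75%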;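 further: 0% = median of neutral control wells and 100% = pilot-screen positive control compound; some compounds past the cut are filed as inactive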
HTR2A ag = agonists of mouse serotonin 5-HT2A receptor (HTR2A) | P35363 | CHO-K1 mHTR2A beta-arrestin complementation, luminescence; percent of 30 µM serotonin response | activation, % at 7.6 µM | 360,000 tested, 0.66% active | AID 624169;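 active means activation above a run cutoff, the mean activation of all tested compounds plus 3 SD, cut at about 14% in these data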;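 further: 0% = plate median of compound wells and 100% = 30 µM serotonin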
Target sequence (P35363 whole entry, looked up): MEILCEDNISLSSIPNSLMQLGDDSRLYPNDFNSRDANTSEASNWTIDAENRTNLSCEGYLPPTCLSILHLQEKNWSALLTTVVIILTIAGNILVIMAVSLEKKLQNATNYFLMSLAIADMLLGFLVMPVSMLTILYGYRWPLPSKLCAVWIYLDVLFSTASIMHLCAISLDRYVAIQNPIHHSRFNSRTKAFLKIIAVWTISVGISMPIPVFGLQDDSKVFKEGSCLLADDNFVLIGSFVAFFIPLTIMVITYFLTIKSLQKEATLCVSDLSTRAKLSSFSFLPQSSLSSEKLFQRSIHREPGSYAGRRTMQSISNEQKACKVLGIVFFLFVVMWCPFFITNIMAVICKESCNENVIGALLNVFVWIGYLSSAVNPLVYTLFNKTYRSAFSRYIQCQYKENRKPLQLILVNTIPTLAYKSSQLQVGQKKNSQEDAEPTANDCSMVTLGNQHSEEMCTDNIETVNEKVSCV
iPSC survival up = increases survival of single human iPS cells; hiPSC single-cell survival, ATPlite luminescence; 100% = ROCK inhibitor wells, 0% = DMSO; survival enhancement, % at 20 µM; 360,000 tested, 0.044% active; AID 602274; in the data active means survival enhancement above about 18%;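 further: cells exposed to compounds for 16 hours before the ATP read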
* marks the source's active call; other numbers are inactive results; nt = no result given.

SMILES	MITF TRPM1 inh	NR2E3 ag-1	PDI turbidity	HIF-2a block	Cardio protect	CaV13 FRET inh	Peg3 prom inh	NR2E3 ag-2	Shn3 3UTR inh	HTR2A ag	iPSC survival up
Cn1c(C(=O)NCCCN2CCCCC2)cc2sccc21	4	-3	-3	-3	-6	-4	9	17	-7	2	-2.2
CC1(C)OC(=O)N(CC(=O)Nc2cccc(C(F)(F)F)c2)C1(C)O (centres undefined)	-3	-2	1	9	-3	8	2	-17	-25	4	0.1
Cn1cc(/C=N\NC(=O)c2cccs2)c2ccccc21	-27	-3	8	-364	28	-6	-394	-81	-126	6	0.9
Cc1n[nH]c(=O)nc1NCCN(C)C	10	2	-1	10	5	-5	3	-14	-10	4	0.2
COc1ccc(C(=O)NNC(=O)CSc2nnc(COc3ccccc3OC)n2C)cc1	0	2	-11	12	-2	-4	2	18	7	0	-0.6
CCOC(=O)C1(C)CCCN1C(=O)c1c(F)cccc1F (centres undefined)	nt	nt	9	11	5	-10	5	-9	-10	0	-4.0
O=C(NC1CCCC1)C(c1ccc(F)cc1)N(C(=O)c1csnn1)c1ccccc1 (centres undefined)	-5	3	15	16	0	-3	26	-9	-7	5	0.2
Cc1ccccc1OCC(=O)Nc1ccc(N2CCN(S(C)(=O)=O)CC2)cc1	-3	2	0	2	-4	-6	3	-8	12	10	0.0
CCC(C)NCCOCCOc1ccc(C)cc1Br (centres undefined)	-2	2	8	-1	8	-8	7	1	-1	2	-2.0
O=C(c1ccc2c(c1)OCCO2)C1CCN(C(=O)Nc2ccc(F)cc2)CC1	6	-2	-2	-11	-10	-3	33	22	32	4	-0.7
COCCn1c(=N)c(S(=O)(=O)c2ccc(F)cc2)cc2c(=O)n3ccccc3nc21	-11	3	9	6	4	104*	11	-17	11	2	-0.5
Cn1c(=O)[nH]c(=O)c2c1nc(N1CCCCC1)n2CCCSc1nnnn1-c1ccccc1	5	-2	0	12	22	-5	11	-2	9	2	1.5
O=C(Nc1ccnn1C1CCN(C(=O)c2ccc(Cl)cc2)CC1)C1CC1	-2	1	12	-5	-4	-6	3	-3	3	-3	-0.2
CCCc1nc(SCC(=O)Nc2nnc(CC)s2)c2c(=O)n(C)c(=O)n(C)c2n1	19	2	1	14	-10	-5	23	-13	51	-5	1.7
O=C(NCc1cccc(C(F)(F)F)c1)C1CCCN(c2cnccn2)C1 (centres undefined)	-4	3	9	2	-4	-2	14	-7	-12	-2	1.2
CCOC(=O)C1CCN(C(=S)Nc2ccc(CC)cc2)CC1	-12	2	-2	-46	-6	10	-56	-15	-19	3	-0.5
O=C(CSc1ccc(-c2ccc(F)cc2)nn1)N1CCOCC1	-22	-3	2	-73	5	0	-37	-24	-27	-5	-1.0
O=C(CCN1C(=O)c2ccccc2S1(=O)=O)Nc1ccc(Cl)cc1	-13	nt	24	-19	4	nt	-20	-1	-5	-6	0.0
COc1ccc(CC(=O)Nc2ccc(-c3nc4cc(C)ccc4o3)c(O)c2)cc1OC	-24	2	-4	-76	2	-2	-96	-43	-11	-6	-2.1
O=S(=O)(N1CCCCC1)N1CCN(c2ccccc2F)CC1	-10	-1	0	9	-1	nt	26	20	-8	5	0.0
OC1CCNC(=S)N1c1ccccc1 (centres undefined)	-3	2	-1	-27	7	7	-32	-23	-34	-6	-0.4
CCOc1ccc(C2=NNC(c3cccnc3)=Nc3ccc(OC)cc32)cc1	-4	2	-9	18	-4	-5	1	-3	8	0	1.7
CCOC(=O)C(C)Oc1cccc2c(=O)n(CC(=O)NCc3ccco3)ccc12 (centres undefined)	15	4	nt	6	5	nt	1	4	9	4	-4.0
O=C(NNc1c2ccccc2nc2ccccc12)c1cccc(O)c1	0	-3	-4	-6	51*	-4	31	-9	-14	-3	1.6
Cc1cc2nn(-c3cccc4ccccc34)nc2cc1NC(=O)c1cccs1	-9	1	4	-69	-5	-8	-14	-49	18	-2	0.3
Following part:
SMILES	MITF TRPM1 inh	NR2E3 ag-1	PDI turbidity	HIF-2a block	Cardio protect	CaV13 FRET inh	Peg3 prom inh	NR2E3 ag-2	Shn3 3UTR inh	HTR2A ag	iPSC survival up
CC1(C)OC1COc1c2ccoc2cc2oc(=O)ccc12 (centres undefined)	8	2	-2	4	0	-5	21	-30	2	2	-0.6
O=C(NCc1cccnc1)C1CC(c2ccc(F)cc2)=NO1 (centres undefined)	-2	5	3	-2	4	-7	-4	-17	-7	-1	-2.9
COc1ccc(OC)c(C2=NOC(C(=O)N3CCCc4ccccc43)C2)c1 (centres undefined)	-27	6	-6	-46	3	-5	-145	-11	-38	-5	-0.8
CCc1cccc(C)c1NC(=O)N(C)C1CCCCC1	1	-6	-19	8	7	-4	8	-12	-5	2	3.6
COc1cccc(NC(=O)CCc2nc(-c3ccccc3F)no2)c1	-2	-2	7	-52	-7	-8	-35	-22	-33	2	4.8
COc1ccc(OC)c(C2C(C(=O)c3ccco3)=C(O)C(=O)N2CC2CCCO2)c1 (centres undefined)	7	8	-1	11	4	-1	1	-21	-1	-4	0.0
COc1ccc(OC)c(NC(=O)C2(C)CCN2Cc2ccsc2)c1 (centres undefined)	nt	nt	-29	6	-3	-6	6	-18	1	-8	-1.0
C=CCC[C@H](Cc1ccc(F)cc1)C(=O)OC[C@H](Cc1c[nH]c2ccccc12)NC(=O)[C@@H](CC=C)CC(=O)N(CCO)Cc1ccccc1	20	nt	13	-9	-9	-10	54*	-20	53	-2	1.2
O=C(CCN1C(=O)/C(=C/c2cccs2)SC1=S)Nc1ccccc1O	10	2	2	-12	-15	-4	-2	-11	17	-4	-0.5
Cc1cc(C)cc(NC(=S)N2CCC(NC(=O)C3CCCCC3)CC2)c1	15	-3	-1	6	-4	-6	2	-20	21	1	-0.2
O=C(NCCCN1CCOCC1)c1csc2c1CCCC2	12	0	3	9	-4	-6	4	8	-5	-1	0.9
Cn1c(=O)c2[nH]c(N=NNc3ccccc3F)nc2n(C)c1=O	-4	-3	0	-4	3	-2	-22	-25	-4	1	-0.2
COc1ccc(NC(=S)NCCC2=CCCCC2)cc1OC	3	0	-2	-54	-33	-4	-27	16	-16	-3	-2.5
CN(Cc1ccc(Br)cc1)CC(O)COc1cccc(Br)c1 (centres undefined)	-6	3	12	-12	-2	-5	-4	-7	-11	-11	-0.2
Cn1c(-c2cnn(-c3ccccc3)c2-n2cccc2)n[nH]c1=S	-7	1	-7	11	4	-1	17	-2	-8	0	-2.6
CCOC(=O)c1c(NC(=O)Cn2nc(C(F)F)cc2C(F)F)sc(C)c1C	3	2	2	8	-3	nt	8	-11	-3	-2	-4.5
CN(C)c1ccc(N=Cc2nc(-c3ccccc3)oc2OC(=O)c2cccc(Br)c2)cc1	-65	-3	2	-156	-20	-8	-269	-95	-22	-2	-2.1
CCOC(=O)[C@]12CCCC=C1N(Cc1ccc(Cl)cc1Cl)C(=O)[C@H](CC(=O)NCc1cccs1)C2	nt	nt	nt	-52	nt	-5	nt	7	nt	-2	-1.3
Cc1ccc(C)c(N2CCN(C(=O)c3ccc(NC4=NC5CS(=O)(=O)CC5S4)cc3)CC2)c1 (centres undefined)	nt	4	nt	-2	-2	-4	-4	7	-4	1	-0.3
CN(C)c1cc[n+](CC(=O)Nc2ccc(Cl)cc2)cc1	26	-2	14	19	0	-5	16	9	7	-3	0.1
Cc1ccnc(NC(=O)c2ccc3c(c2)NC(=O)C(C)S3)c1 (centres undefined)	-40	5	-16	-83	-18	-14	-134	-123	8	-2	-0.6
CCOc1ccc(NC(=O)COc2ccc3c(c2)CCC3)cc1OC	-15	3	-4	-7	-11	-2	2	12	-7	6	1.4
Cc1ccc(-n2c(C)nc3c(cnn3-c3ccc(F)cc3)c2=O)cc1C	7	0	-2	-10	-16	-5	3	55	75	8	-1.0
COc1ccc(N2C(=O)C3C(C2=O)C2C=CC3C23CC3)c(OC)c1 (centres undefined)	1	3	0	-28	-7	-5	-17	-15	5	-5	3.6
Cc1c(C(=O)NCCSCc2c(Cl)cccc2Cl)cccc1[N+](=O)[O-]	4	2	7	22	-2	-6	18	-7	20	-2	1.9
CN(CC(=O)Nc1cccc(F)c1)C(=O)c1ccccc1OCCOc1ccccc1	4	0	-10	3	8	-3	9	-2	12	-13	0.2
O=C(c1cccs1)N1CCN(c2ncc(Br)cn2)CC1	-9	1	5	-23	-3	-5	-13	-18	-13	-1	0.4

13 entries out of the list, arranged by length of the SMILES, smallest number first:
SMILES	MITF TRPM1 inh	NR2E3 ag-1	PDI turbidity	HIF-2a block	Cardio protect	CaV13 FRET inh	Peg3 prom inh	NR2E3 ag-2	Shn3 3UTR inh	HTR2A ag	iPSC survival up
O=C(NCCCN1CCOCC1)c1csc2c1CCCC2	12	0	3	9	-4	-6	4	8	-5	-1	0.9
COc1ccc(NC(=S)NCCC2=CCCCC2)cc1OC	3	0	-2	-54	-33	-4	-27	16	-16	-3	-2.5
O=C(c1cccs1)N1CCN(c2ncc(Br)cn2)CC1	-9	1	5	-23	-3	-5	-13	-18	-13	-1	0.4
O=C(NCc1cccnc1)C1CC(c2ccc(F)cc2)=NO1 (centres undefined)	-2	5	3	-2	4	-7	-4	-17	-7	-1	-2.9
CN(C)c1cc[n+](CC(=O)Nc2ccc(Cl)cc2)cc1	26	-2	14	19	0	-5	16	9	7	-3	0.1
CCOc1ccc(NC(=O)COc2ccc3c(c2)CCC3)cc1OC	-15	3	-4	-7	-11	-2	2	12	-7	6	1.4
COc1ccc(OC)c(NC(=O)C2(C)CCN2Cc2ccsc2)c1 (centres undefined)	nt	nt	-29	6	-3	-6	6	-18	1	-8	-1.0
Cn1c(=O)c2[nH]c(N=NNc3ccccc3F)nc2n(C)c1=O	-4	-3	0	-4	3	-2	-22	-25	-4	1	-0.2
Cn1c(-c2cnn(-c3ccccc3)c2-n2cccc2)n[nH]c1=S	-7	1	-7	11	4	-1	17	-2	-8	0	-2.6
Cc1cc(C)cc(NC(=S)N2CCC(NC(=O)C3CCCCC3)CC2)c1	15	-3	-1	6	-4	-6	2	-20	21	1	-0.2
CN(CC(=O)Nc1cccc(F)c1)C(=O)c1ccccc1OCCOc1ccccc1	4	0	-10	3	8	-3	9	-2	12	-13	0.2
COc1ccc(OC)c(C2C(C(=O)c3ccco3)=C(O)C(=O)N2CC2CCCO2)c1 (centres undefined)	7	8	-1	11	4	-1	1	-21	-1	-4	0.0
CCOC(=O)[C@]12CCCC=C1N(Cc1ccc(Cl)cc1Cl)C(=O)[C@H](CC(=O)NCc1cccs1)C2	nt	nt	nt	-52	nt	-5	nt	7	nt	-2	-1.3
